# Source: PubChem (National Center for Advancing Translational Sciences (NCATS))
# FEN1 inh – human FEN1 inhibition; Recombinant FEN1 flap cleavage, fluorescence, 15 min; Potency, µM (titrated, usually from 114 µM), inactives show at the top dose activity change, negative = inhibition, usual class: inhibitors; 390,000 compounds, 0.35% hits; note: nearly all actives have a fitted effect of over 65% in size
# Target sequence (P39748 whole entry, looked up): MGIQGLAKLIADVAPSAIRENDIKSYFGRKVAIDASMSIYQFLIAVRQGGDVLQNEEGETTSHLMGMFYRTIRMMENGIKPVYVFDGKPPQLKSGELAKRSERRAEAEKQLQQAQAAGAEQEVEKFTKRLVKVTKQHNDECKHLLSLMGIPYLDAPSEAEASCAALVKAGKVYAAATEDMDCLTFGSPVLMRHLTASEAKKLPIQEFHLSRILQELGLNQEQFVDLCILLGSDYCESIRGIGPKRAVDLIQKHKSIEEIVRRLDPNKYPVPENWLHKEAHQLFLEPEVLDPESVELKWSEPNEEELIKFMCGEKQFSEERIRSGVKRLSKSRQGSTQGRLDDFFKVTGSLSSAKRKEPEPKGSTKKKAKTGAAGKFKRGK
#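 Recombinant FEN1 (10 nM) was preincubated with pin-transferred compounds for 15 min at room temperature, then flap DNA substrate (50 nM final) was added. Plates were read at 0 and 15 min, and normalized concentration–response data were fitted to a four-parameter Hill equation.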
# N370S GC – N370S glucocerebrosidase modulation, Gaucher chaperone candidate | 330,000 compounds, 0.092% hits | P04062 | Potency, µM (top dose mostly 59.4 µM), for inactives: at the highest dose activity change, negative = inhibition, hits mostly inhibitors | N370S GC spleen homogenate, 4MU-glucoside fluorescence;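 note: 0% = full enzyme activity and -100% = no enzyme basal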
# TDP1 inh – TDP1 (human) enzyme inhibition | 350,000 compounds, 0.28% hits | AID 485290 | Potency, µM (highest dose often 130 µM), for inactives: at the top dose activity change, negative = inhibition, usual class: inhibitors | recombinant TDP1, AlphaScreen DNA substrate cleavage; note: nearly all actives have a fitted effect of over 40% in size
# Target sequence (Q9NUW8 whole entry, looked up): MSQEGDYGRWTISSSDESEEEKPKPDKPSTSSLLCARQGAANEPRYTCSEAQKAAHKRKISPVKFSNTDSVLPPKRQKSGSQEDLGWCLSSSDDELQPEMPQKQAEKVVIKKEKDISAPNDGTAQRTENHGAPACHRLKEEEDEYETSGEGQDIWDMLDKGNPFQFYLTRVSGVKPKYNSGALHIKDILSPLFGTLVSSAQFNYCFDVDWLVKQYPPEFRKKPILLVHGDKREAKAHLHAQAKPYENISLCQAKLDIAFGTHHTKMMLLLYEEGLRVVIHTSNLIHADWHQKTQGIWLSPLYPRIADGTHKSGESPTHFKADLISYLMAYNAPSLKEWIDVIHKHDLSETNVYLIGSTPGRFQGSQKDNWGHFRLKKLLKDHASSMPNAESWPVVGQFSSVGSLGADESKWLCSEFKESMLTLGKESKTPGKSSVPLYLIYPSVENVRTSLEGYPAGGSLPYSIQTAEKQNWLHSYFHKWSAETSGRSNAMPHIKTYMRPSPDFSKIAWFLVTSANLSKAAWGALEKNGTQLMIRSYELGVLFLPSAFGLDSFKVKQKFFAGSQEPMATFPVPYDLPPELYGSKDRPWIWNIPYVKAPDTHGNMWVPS
#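 Enzyme-compound mixtures sat 15 min at room temperature, followed by a 5 min reaction with 15 nM final substrate and 10 min with AlphaScreen beads. Recombinant human Tdp1 was used at 1 nM final.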
# An asterisk follows results filed as active; ? = inconclusive; / = not tested or not shown; & = joins results of further samples; [ ] = remark or other dose. Calls come from the whole dose curve; as a rule, active = well fitted curve in the direction sought with a large enough effect; inconclusive = small, poorly fitted or top-dose-only effect, or another doubt; inactive = no such curve, though single readings can be large; an effect the other way counts as inactive or inconclusive. Unless noted, % is set by controls: 0 for no effect and ±100 for the full control effect; potency is the fitted concentration of half-maximal effect.
SMILES,FEN1 inh,N370S GC,TDP1 inh
O=C(Cn1ccn(-c2ccc(F)c(Cl)c2)c(=O)c1=O)NCCc1ccccc1,-5%,-22%,0%
CCc1cc(C(=O)NC2CCCN(Cc3ccccc3F)C2)n(C)n1 (stereo not given),22%,1%,0%
CCOCCCNC(=S)NCCCNc1nc2c(C)c(C)ccc2cc1C#N,-18%,4%,2%
CC(C)[C@@H](NC(=O)C1CCN(C(=O)[C@@H]2CCCN2C(=O)OC(C)(C)C)CC1)C(=O)NCc1ccc(F)cc1,-7%,-6%,/
Cc1ccc(CNC(=O)CCCOc2cc(=O)n(C)c3ccccc23)o1,2%,-4%,11%
CC(C)CCN1CC(C(=O)NC(C)C)CC1=O (stereo not given),9%,5%,1%
CC(=O)Nc1nc2n(n1)C(c1ccc(F)cc1)C=C(c1ccc(Cl)cc1)N2 (stereo not given),-3%,/,11%
O=C(CSc1nnc(-c2ccncc2)n1Cc1ccco1)Nc1nccs1,10%,5%,2%
O=[N+]([O-])c1cccc(S(=O)(=O)c2ccc(NCCO)c([N+](=O)[O-])c2)c1,-8%,-8%,1%
CCCn1c(SCc2nc(-c3ccc(OC)cc3OC)no2)nnc1-c1ccc(Cl)cc1,3%,/,6%
Cc1ccc(-n2nc(C)c3c(C)c(CCC(=O)NCC4CCCO4)c(=O)n(C)c32)cc1 (stereo not given),2%,?,0%
COCCN1CN=C(NS(=O)(=O)c2ccc(C)cc2)NC1,-2%&-3%,2%,1%&1%
Cc1cccc(N2CCN(CCCNc3ncnc4onc(-c5ccc(Cl)cc5)c34)CC2C)c1 (stereo not given),-11%,/,4%
C[C@@H]1CN([C@H](C)CO)C(=O)c2cccc(NS(=O)(=O)c3cccs3)c2O[C@H]1CN(C)Cc1ccccc1,1%,/,4%
CCOC(=O)Cn1c(=O)c2c(nc(Br)n2Cc2ccc(Cl)cc2)n(C)c1=O,21%,9%,7%
Cc1ccc(-c2ccc(CCC(=O)O)n2NC(=O)c2ccco2)cc1,2%,2%,0%
O=C(CN1CCN(c2ccccc2O)CC1)Nc1cc([N+](=O)[O-])ccc1Cl,-20%,-18%,0%
COc1cccc(CNC(=O)CCc2cn(Cc3ccccc3Cl)c3ccccc23)c1,18%,/,5%
COc1ccc(C(C[N+](=O)[O-])c2c(-c3ccccc3)cc3ccccn23)cc1OC (stereo not given),14%,25%,7%
CCC(C)c1ccccc1N1CC(C(=O)NCCc2ccc(OC)c(OC)c2)CC1=O (stereo not given),-3%,-15%,1%[0.505 µM]

# Given bar-delimited: 12 of the compounds above.
canonical_smiles | FEN1 inh | N370S GC | TDP1 inh
O=[N+]([O-])c1cccc(S(=O)(=O)c2ccc(NCCO)c([N+](=O)[O-])c2)c1 | -8% | -8% | 1%
CCCn1c(SCc2nc(-c3ccc(OC)cc3OC)no2)nnc1-c1ccc(Cl)cc1 | 3% | / | 6%
Cc1ccc(-n2nc(C)c3c(C)c(CCC(=O)NCC4CCCO4)c(=O)n(C)c32)cc1 (stereo not given) | 2% | ? | 0%
COCCN1CN=C(NS(=O)(=O)c2ccc(C)cc2)NC1 | -2%&-3% | 2% | 1%&1%
Cc1cccc(N2CCN(CCCNc3ncnc4onc(-c5ccc(Cl)cc5)c34)CC2C)c1 (stereo not given) | -11% | / | 4%
C[C@@H]1CN([C@H](C)CO)C(=O)c2cccc(NS(=O)(=O)c3cccs3)c2O[C@H]1CN(C)Cc1ccccc1 | 1% | / | 4%
CCOC(=O)Cn1c(=O)c2c(nc(Br)n2Cc2ccc(Cl)cc2)n(C)c1=O | 21% | 9% | 7%
Cc1ccc(-c2ccc(CCC(=O)O)n2NC(=O)c2ccco2)cc1 | 2% | 2% | 0%
O=C(CN1CCN(c2ccccc2O)CC1)Nc1cc([N+](=O)[O-])ccc1Cl | -20% | -18% | 0%
COc1cccc(CNC(=O)CCc2cn(Cc3ccccc3Cl)c3ccccc23)c1 | 18% | / | 5%
COc1ccc(C(C[N+](=O)[O-])c2c(-c3ccccc3)cc3ccccn23)cc1OC (stereo not given) | 14% | 25% | 7%
CCC(C)c1ccccc1N1CC(C(=O)NCCc2ccc(OC)c(OC)c2)CC1=O (stereo not given) | -3% | -15% | 1%[0.505 µM]

# Going on with the list.
SMILES,FEN1 inh,N370S GC,TDP1 inh
CN(C1CCCCC1)S(=O)(=O)c1cn(C)c(=O)n(C)c1=O,23%,/,1%
CCC(C)NC(=O)CCC(=O)Nc1ccc2nc(N3CC(C)CC(C)C3)cc(C)c2c1 (stereo not given),?,?,0%
COC(=O)C(C)Sc1nnc2n(-c3cccc(C)c3)c(=O)c3c4c(sc3n12)CCCC4 (stereo not given),-15%,5%,7%
CC(C)OC(=O)c1cc(C(=O)c2cc(F)ccc2O)coc1=N,-10%,-4%[12.8 µM],-1%
CCOC(=O)N1CCC(N2CC34C=CC(O3)C(C(=O)O)C4C2=O)CC1 (stereo not given),4%,-11%,7%
CCOC(=O)C1CCN(C(=O)C2COc3ccccc3O2)CC1 (stereo not given),18%,-9%,7%
O=C(O)CC1(CC(=O)Nc2cc3ccccc3cn2)CCCCC1,9%,3%,0%
C/C(CC(=O)NCc1ccco1)=N\NC(=O)COc1ccc(C)cc1,0%,-11%,3%
COc1ccc(-c2nn(-c3ccccc3)cc2C(=O)N2CCN(C(=O)c3ccco3)CC2)cc1,10%,/,2%
COCc1cc(C)nc(OCC(=O)N/N=C/c2cc(C)n(-c3c(C)cccc3C)c2C)c1C#N,-14%,/,10%
Cc1ccc(N2CS(=O)(=O)/C(=C/N(C)C)C2=O)cc1,2%,0%,5%
COc1ccc(Cl)cc1NC(=O)CN(C)C(=O)c1sc2ccccc2c1Cl,-24%,/,0%
COc1ccccc1C(=O)Nc1cc2c(cc1N1CCCC1)n(C)c(=O)c(=O)n2C,5%,/,1%
C[C@]12C(=O)N(c3cccc(F)c3)C(=O)N1[C@H]1c3ccccc3OC[C@@H]1[C@H]2c1ccccc1,12%,/,2%
CC(C)(C)C1N=C(c2ccc3ccccc3c2)OC1=O (stereo not given),-6%,/,1%
O=C(O)c1cc(Cl)ccc1OS(=O)(=O)c1ccc(Cl)s1,1%,/,2%
CCCCOc1ccc(N(CC(=O)NC(C)(C)CC)C(=O)CCC(=O)Nc2ccccn2)cc1,0%,5%,4%
CCOC(=O)c1c(C)n(S(=O)(=O)c2ccc(C)cc2C)c2ccc(NS(=O)(=O)c3ccc(C)cc3C)cc12,-6%,/,0%[12.3 µM]
CCOC(=O)c1[nH]c(C)c(CCC(=O)Nc2ccc(C)cc2Cl)c1C,-3%,/,5%
Clc1ccc(-c2cc3ncc4c(n3n2)-c2ccccc2OC4)cc1,-9%,/,1%
COc1cnn(-c2ccc(F)cc2)c(=O)c1Br,-7%,-4%,-1%
FC(F)(F)c1cccc(Cc2noc(CN3CCCC(CN4CCCC4)C3)n2)c1 (stereo not given),12%,21%,-1%
COc1ccc(CN=Cc2c(C(F)(F)F)[nH][nH]c2=O)cc1,-1%,/,-3%
COc1cccc(NC(=O)CCC2CCN(C(=O)c3cncs3)CC2)c1,-5%,-16%,7%
COc1cc(-n2c(=O)c3ccccc3n(Cc3cccc(C)c3)c2=O)cc(OC)c1OC,-4%,-4%,-3%
O=C(COC(=O)COc1ccc(Br)cc1)NC1CCCC1,-5%,/,0%
CCc1ccc(C(=O)COC(=O)C(Cc2c[nH]c3ccccc23)NC(=O)c2ccc(CC)cc2)cc1 (stereo not given),-18%,/,2%
COc1ccc(N2C(=O)CC(N3CCN(c4ccc(S(=O)(=O)N5CCCC5)cc4)CC3)C2=O)cc1 (stereo not given),-10%,-2%,4%
O=C(NCc1ccc(Cl)cc1)c1cc(=O)[nH]c2ccccc12,-10%,-10%,-3%[0.0935 µM]
CC1CCc2sc(C(=O)N=Nc3c(O)[nH]c4ccccc34)cc2C1 (stereo not given),/,17%,3%
CC(OC(=O)C1CC1)C(=O)Nc1ccc([N+](=O)[O-])cc1Cl (stereo not given),-3%,-3%,2%
CC(C)c1ccc(N(CC(=O)O)S(=O)(=O)c2ccc3[nH]c(=O)c(=O)[nH]c3c2)cc1,-1%,/,2%
Cc1cc(C(=O)N2CCC(C)CC2)on1,-1%,-2%,-1%
CC(C)Cn1cc(C(=O)N2CCC(C)CC2)c2c3ccccc3n(C)c2c1=O,-17%,15%,7%
CCOC(=O)C1=C(CS(=O)(=O)c2ccc(Cl)cc2)NC(=O)NC1c1ccc(O)c(OC)c1 (stereo not given),1%,1%,1%
O=C(c1cccc2ccccc12)N1CCN(Cc2ccccc2F)CC1,1%,-11%,/
Cc1ccccc1CSCC(=O)c1c(N)n(CC(C)C)c(=O)n(C)c1=O,0%,11%,-7%
Cc1nc([N+](=O)[O-])c(Br)n1CC(=O)c1ccc(Br)cc1,-8%,-12%,2%
CCOc1ccc(NC(=O)CSCC(=O)O)cc1,0%,2%,3%
N#Cc1c(-c2ccc3c(c2)OCO3)csc1N,-15%,4%,5%
CCCSc1ccc([C@H]2N[C@@](C)(C(=O)OC)[C@H]3C(=O)N(C)C(=O)[C@@H]23)cc1OC,-10%,-7%,/
O=C1NC(=S)S/C1=C\c1coc2ccc(O)cc2c1=O,-24%,14%,/
Cc1ccc(O)c(NC(=O)C2=CC(c3ccco3)=NS(=O)(=O)N2C)c1,-6%&-7%,-11%,9%
COc1ccc(-c2csc(NC(=O)CSc3nnc(Nc4ccccc4C)s3)n2)cc1,18%,6%,0%
CC(Oc1ccc2c3c(c(=O)oc2c1)CCCC3)C(=O)NCc1cccnc1 (stereo not given),3%,-9%,4%
CCc1cccc(CC)c1NC(=O)COC(=O)c1cccc(S(=O)(=O)N2CCc3ccccc3C2)c1,-7%,8%,3%
O=C(Cc1c(F)cccc1Cl)N1CCN(S(=O)(=O)c2cccs2)CC1,15%,/,0%
COc1ccc(OC)c(S(=O)(=O)Nc2ccccc2C(F)(F)F)c1,1%,7%,-8%[56.1 µM]
Cc1ccc2c(c1)cc(CN(C(=O)N1CCOCC1)C1CCCC1)c1nnnn12,-2%,9%,-4%
Cc1nc(SCC(=O)N2CCOCC2)c2c(C)c(C)sc2n1,1%,-3%,/
O=C(CCC1CCCN(C(=O)c2ccc3cc[nH]c3c2)C1)N1CCN(c2ccccn2)CC1 (stereo not given),-5%,-6%,-1%
C=CCn1c(O)c2ccc(C(=O)N=NC(=O)c3ccc(F)cc3)cc2c1O,-4%,2%,-7%
CCOc1ccc(S(=O)(=O)N2CCN(C(=O)c3cccnc3)CC2)cc1,-5%,-7%,5%
CCOc1ccccc1C(=O)N/N=C/c1c[nH]c2ccccc12,-1%,9%,7%
O=C(Oc1cccc2cccnc12)c1ccc2c(c1)OCCO2,-10%,14%,2%
O=C(NCc1cccnc1)C(=O)NCC(c1ccco1)N1CCN(c2ccccc2F)CC1 (stereo not given),-11%,3%,0%
COc1ccc(NC(=O)CSc2nc(=O)n(CCN3CCOCC3)c3c2CCC3)c(OC)c1,7%,-11%,2%
COC(=O)c1ccc2c(=O)n(CCN3CCOCC3)c(=S)[nH]c2c1,-11%,-15%,2%
Cc1cccc(N2CCN(c3ncnc4onc(C)c34)CC2)c1C,-3%,/,-2%
O=c1ccc2ccc(O[C@@H]3O[C@H](CO[C@@H]4OC[C@](O)(CO)[C@H]4O)[C@@H](O)[C@H](O)[C@H]3O)cc2o1,-11%,/,-4%
# (listing goes on)
SMILES,FEN1 inh,N370S GC,TDP1 inh
Cc1cccc(NC(=O)c2cc(S(=O)(=O)N(C)c3ccc(F)cc3)ccc2Cl)n1,-6%,-2%,/
Cc1ccc(S(=O)(=O)N(C)CC(=O)OCC(=O)NC(=O)NC(C)C)cc1,0%,5%,/
COC(=O)c1cc(=O)[nH]c(SCc2cccc(C)c2)n1,-3%,7%,3%
COc1ccc(CC(=O)NCCc2sc(-c3cccc(F)c3)nc2C)cc1,-9%,/,-1%
C#Cc1cccc(Nc2ncnc3cc(OC)c(OC)cc23)c1,/,-5%,10%
CCOC(=O)Cc1csc(NC(=O)Nc2ccccc2)n1,-2%,-14%,2%
CC[N+](C)(CC)CCC[n+]1c(-c2ccccc2)c2cc(N)ccc2c2ccc(N)cc21,/,-8%,20%
COc1cc(NS(=O)(=O)c2ccc(NC(=O)CCC(=O)O)cc2)nc(OC)n1,21%,-12%,/
O=C(CNc1cccc2ccccc12)N/N=C/c1ccc(OC(=O)/C=C/c2ccco2)cc1,-1%,-1%,5%
CC(=O)N(/N=C1\Sc2ccccc2C1=O)c1ccccc1,-1%,-9%,2%
CCC1CN(C(=O)N2CCC(C(=O)NCc3cccc(F)c3)CC2)c2cc(C)ccc2O1 (stereo not given),?,/,1%
O=C(COc1ccccc1)NCCSCc1ccccc1Cl,-11%,0%,6%
CCn1c(SCC(=O)NCC2CCCO2)nc2cc(S(=O)(=O)N3CCCCC3)ccc21 (stereo not given),4%,-25%,3%
CCOc1ccc(NC(=O)CSc2nc3ccsc3c(=O)n2CCC(C)C)cc1,-24%,/,2%
CCOc1ccc2c(c1)c(=O)c(S(=O)(=O)c1ccc(C)cc1)cn2CC,26%,?,3%
COc1cc2cc(CCCOC(=O)c3ccco3)oc(=O)c2cc1OC,-2%,/,0%
